UTI89 phage lysis = inhibition of K1F phage lysis, E. coli UTI89, bacterial capsule biogenesis inhibitors, alamar blue (AID 488966). E. coli UTI89 K1F phage lysis, alamar blue, 2 h; higher % means a stronger effect. one-dose inhibition, % at 100 µM; IC50 in µM for titrated hits. actives 0.02% (n = 340,000);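 active means phage lysis inhibition, versus mean bacterial control, above a set limit; inconclusive means no clear call, values can overlap the other calls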;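 further: capsule biogenesis inhibitors block K1F phage lysis so surviving cells raise fluorescence; higher fluorescence means more inhibition of phage lysis; actives were called in the ten point dose series up to 300 µM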
GPR55 LPI antagonism = GPR55 antagonists blocking LPI-driven arrestin recruitment, primary screen, imaging, U2OS, beta-arrestin-GFP, LPI agonist (AID 2013). U2OS GPR55 beta-arrestin-GFP translocation imaging, LPI antagonism; higher % means a stronger effect. inhibition, % at 10 µM, or IC50 in µM where a hit was titrated. actives 0.13% (n = 290,000);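 active means spots per cell inhibited over 60%, with over 100 cells counted and total cytoplasm intensity under 500,000; inconclusive means wells with under 100 cells, flagged as likely toxic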;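 further: U2OS cells stably carrying GPR55 and arrestin-GFP stimulated by 5 µM LPI near EC80; imaged beta-arrestin-GFP aggregate spots per cell after agonist stimulation; plate controls were LPI-stimulated DMSO wells for no effect and DMSO wells without LPI for full effect; some results filed as inactive read as strong as hits; confirmed hits need IC50 under 10 µM and bright autofluorescent wells are also inconclusive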
AID2073 = inhibitors of Mint1-CaV2.2 protein interaction, biochemical, HTRF (AID 2073) | HTRF protein-protein interaction, Mint1-CaV2.2; higher % means a stronger effect | inhibition, % at 20 µM; hits with a dose series show IC50 in µM | actives 0.19% (n = 290,000); in the data active means inhibition mostly above about 51%, no sharp cut-off; inconclusive means no clear call, values can overlap the other calls; inactive means mostly below about 53%; further: some results filed as inactive read as strong as hits
HIV peptide binding = cell-free HIV fusion peptide-binding blockers – biochemical, uHTS, fluorescence dequenching, primary screen (AID 1986) | inhibition, % at 20 µM, or IC50 in µM where a hit was titrated | cell-free peptide binding, fluorescence dequenching, 30 min; higher % means a stronger effect | actives 0.3% (n = 290,000); in the data active means inhibition mostly above about 52%, no sharp cut-off; inactive means mostly below about 76%; further: some results filed as inactive read as strong as hits
GPR35 antagonists = GPR35 antagonists blocking zaprinast-driven arrestin recruitment, primary screen, imaging, U2OS, beta-arrestin-GFP, zaprinast agonist (AID 2058); U2OS GPR35 beta-arrestin-GFP translocation imaging, zaprinast antagonism; higher % means a stronger effect; inhibition, % at 10 µM; hits with a dose series show IC50 in µM; actives 0.052% (n = 290,000);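 active means inhibition of at least 50% with at least 30 cells and total cytoplasm GFP at most 10,000,000; inconclusive means under 30 cells or total GFP of 10,000,000 plus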
SIAH1 antagonists = blockers of Siah-1 interaction with plectin peptide – biochemical, fluorescence polarization, rhodamine-plectin, uHTS, primary screen (AID 1817). displacement, % at 20 µM; hits with a dose series show IC50 in µM. Siah-1 / rhodamine-plectin peptide fluorescence polarization; higher % means a stronger effect. actives 0.02% (n = 290,000);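 active means displacement of at least 50% at 20 µM, with a fluorescence ratio check between 0.3 and a set limit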;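 further: plate controls were Siah plus tracer with DMSO for no effect and tracer alone without Siah for full effect; strong numbers were not always called active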
Dengue-2 NS5 capping = flavivirus cap methylation enzyme inhibition – biochemical, confirmation dose response, primary screen (AID 588689); inhibition, % at 25 µM, or IC50 in µM where a hit was titrated; Dengue-2 NS5 methyltransferase capping enzyme assay, biochemical; higher % means a stronger effect; actives 0.3% (n = 340,000); in the data active means a potency from the dose series; inconclusive means inhibition above about 29% without an active follow-up result
NTR1 ag = NTR1-driven beta-arrestin-GFP spot formation – imaging, U2OS cells, high content, primary screen (AID 493036); P30989; agonist mode; activation, % at 20 µM; actives 0.17% (n = 330,000);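 active means activation at or above 40% of the spot to cytoplasm intensity ratio, with at least 20 cells analyzed; inconclusive means wells under 20 cells, flagged as cytotoxic or low count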;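 further: 0% = DMSO without peptide and 100% = 100 nM NTR1 peptide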
Target sequence (P30989 whole entry, looked up): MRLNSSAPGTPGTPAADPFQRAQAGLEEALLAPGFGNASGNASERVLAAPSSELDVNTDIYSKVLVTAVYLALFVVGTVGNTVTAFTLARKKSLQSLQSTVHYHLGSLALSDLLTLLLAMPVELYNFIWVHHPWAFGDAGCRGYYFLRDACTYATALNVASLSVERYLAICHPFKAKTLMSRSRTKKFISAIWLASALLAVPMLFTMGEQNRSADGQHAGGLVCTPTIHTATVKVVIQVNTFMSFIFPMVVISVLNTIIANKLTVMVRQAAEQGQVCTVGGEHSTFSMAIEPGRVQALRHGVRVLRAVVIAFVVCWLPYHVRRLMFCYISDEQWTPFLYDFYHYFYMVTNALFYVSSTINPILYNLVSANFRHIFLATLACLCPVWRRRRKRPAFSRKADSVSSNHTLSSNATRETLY
GPR55 activation = selective activators of receptor GPR55 – imaging, U2OS cells, beta-arrestin-GFP redistribution, primary screen (AID 1961). U2OS GPR55 beta-arrestin-GFP redistribution imaging; higher % means a stronger effect. actives 0.048% (n = 290,000). activation, % at 10 µM; hits with a dose series show EC50 in µM;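 active means activation above 40% with more than 50 cells counted in the well; inconclusive means wells holding fewer than 50 cells, flagged as toxic or sparse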;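 further: U2OS osteosarcoma cells stably expressing GPR55 and beta-arrestin-GFP; plate controls were DMSO negative control for no effect and LPI positive control for full effect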
NTR1 ag cell count 20 µM = recorded beside NTR1 ag, whose call it bears; cell count; measured here: cell count, cytotoxicity flag
Dengue-2 NS5 capping pilot replicate = recorded beside Dengue-2 NS5 capping, whose call it bears; inhibition, %; measured here: pilot screen replicate inhibition
* marks the source's active call; other numbers are inactive results; ? = inconclusive; [ ] = another dose, or the depositor's remark. Outcome played no part in choosing rows. About 1.2% of those tested had a hit in this group.

Start of the data: the first 7 compounds, to show the layout:
SMILES | UTI89 phage lysis | GPR55 LPI antagonism | AID2073 | HIV peptide binding | GPR35 antagonists | SIAH1 antagonists | Dengue-2 NS5 capping | NTR1 ag | NTR1 ag cell count 20 µM | GPR55 activation | others
Cc1ccccc1S(=O)(=O)Cc1ccc(C(=O)NCCCN2CCCC(C)C2)o1 (stereo unspecified) | 0.1% | 12% | 1% | 0.6% | 1% | -4% | 2% | 0.5 | 57 | 0.3%
COC(=O)[C@@]1(Cc2ccc(OC)cc2)[C@@H]2C(=CC(=O)[C@H]2CC(=O)C(=O)N2CCCC2)CN1C(=O)c1ccccc1 | 1.0% | 1% | 0% | 4.4% | 3% | -1% | -19% | 23 | 55 | 0.8%
CC(C)CN1CC(=O)N2C(c3ccccc3)c3[nH]c4ccccc4c3C[C@H]2C1=O (stereo partly specified) | 0.1% | 15% | -5% | -1.3% | -5% | 3% | -9% | 0.4 | 82 | -0.1%
CN(Cc1ccccc1)c1ccc(S(=O)(=O)N2CCC(C(=O)O)CC2)cc1[N+](=O)[O-] | -2.7% | -1% | -4% | -0.2% | -5% | 3% | -1% | -1.7 | 75 | -0.6%
CC(C)(C)c1ccc(OCC(=O)NNC(=O)C2CCCO2)cc1 (stereo unspecified) | 0.2% | 12% | 1% | 0.6% | 4% | 12% | 0% | 0.4 | 84 | 0.2%
Cc1cccc(N2CCN(C(=O)C(Cc3ccccc3)NC(N)=O)CC2)c1C (stereo unspecified) | -0.1% | 4% | 4% | 0.4% | 4% | 1% | -5% | 2.2 | 82 | 0.0%
C=CCN(C(=O)CCC(=O)Nc1cc(C)on1)C(C(=O)NC1CCCC1)c1cccnc1 (stereo unspecified) | 0.6% | -5% | 9% | 4.2% | 6% | -1% | 0% | -2.1 | 45 | 0.2%

The list itself, previewed entries included:
SMILES | UTI89 phage lysis | GPR55 LPI antagonism | AID2073 | HIV peptide binding | GPR35 antagonists | SIAH1 antagonists | Dengue-2 NS5 capping | NTR1 ag | NTR1 ag cell count 20 µM | GPR55 activation | others
Cc1ccccc1S(=O)(=O)Cc1ccc(C(=O)NCCCN2CCCC(C)C2)o1 (stereo unspecified) | 0.1% | 12% | 1% | 0.6% | 1% | -4% | 2% | 0.5 | 57 | 0.3%
COC(=O)[C@@]1(Cc2ccc(OC)cc2)[C@@H]2C(=CC(=O)[C@H]2CC(=O)C(=O)N2CCCC2)CN1C(=O)c1ccccc1 | 1.0% | 1% | 0% | 4.4% | 3% | -1% | -19% | 23 | 55 | 0.8%
CC(C)CN1CC(=O)N2C(c3ccccc3)c3[nH]c4ccccc4c3C[C@H]2C1=O (stereo partly specified) | 0.1% | 15% | -5% | -1.3% | -5% | 3% | -9% | 0.4 | 82 | -0.1%
CN(Cc1ccccc1)c1ccc(S(=O)(=O)N2CCC(C(=O)O)CC2)cc1[N+](=O)[O-] | -2.7% | -1% | -4% | -0.2% | -5% | 3% | -1% | -1.7 | 75 | -0.6%
CC(C)(C)c1ccc(OCC(=O)NNC(=O)C2CCCO2)cc1 (stereo unspecified) | 0.2% | 12% | 1% | 0.6% | 4% | 12% | 0% | 0.4 | 84 | 0.2%
Cc1cccc(N2CCN(C(=O)C(Cc3ccccc3)NC(N)=O)CC2)c1C (stereo unspecified) | -0.1% | 4% | 4% | 0.4% | 4% | 1% | -5% | 2.2 | 82 | 0.0%
C=CCN(C(=O)CCC(=O)Nc1cc(C)on1)C(C(=O)NC1CCCC1)c1cccnc1 (stereo unspecified) | 0.6% | -5% | 9% | 4.2% | 6% | -1% | 0% | -2.1 | 45 | 0.2%
COc1ccc(Cl)cc1NC(=S)N1CCC(c2ccc(C)cc2)C1 (stereo unspecified) | 0.1% | -2% | -18% | -1.3% | -4% | 0% | -11% | 6.9 | 62 | 0.1%
Cc1nc2ccccn2c1-c1csc(Nc2ccc(C(=O)O)cc2)n1 | 0.2% | -12% | 6% | 0.2% | -5% | -1% | 2% | 0.2 | 75 | -0.1%
C=CCn1c(COc2cc(C)ccc2C(C)C)nnc1SCC(=O)c1c(N)n(C)c(=O)n(C)c1=O | 0.3% | 0% | -3% | 0.7% | -4% | -6% | -8% | 16 | 82 | -0.1%
CNC(=O)COC(=O)/C=C/c1cn(-c2ccccc2)nc1-c1ccc2c(c1)OCCO2 | -0.1% | 16% | 21% | -2.3% | 9% | 12% | 2% | 8.0 | 55 | 0.1%
CS(=O)(=O)N(CC(=O)N1CCCC1)c1ccccc1Br | -0.1% | -3% | -5% | 0.7% | -13% | 9% | -13% | 0.4 | 69 | -0.3% | Dengue-2 NS5 capping pilot replicate=-5.8
O=C(CSc1nc2ccccc2o1)c1cc2ccccc2oc1=O | 2.9% | 2% | 26% | 20% | -10% | 11% | -2% | -0.1 | 46 | -0.4%
CCOc1ccc(OCC)c(-c2c(=O)n(OCc3ccccc3C(=O)OC)c3ccccc3[n+]2[O-])c1 | -1.1% | 10% | -6% | -2.4% | 13% | 3% | -5% | 0.1 | 61 | -0.1%
COc1ccc(CCN2C(=O)CC(N3CCOCC3)C2=O)cc1OC (stereo unspecified) | 1.1% | -3% | 4% | 1.6% | -2% | 4% | 3% | -1.3 | 78 | 0.1%
O=C(Oc1ccc(NC(=O)c2cc3c(cc2Br)OCO3)cc1)c1ccccc1 | 0.3% | 10% | 26% | -1.7% | 7% | 2% | -1% | 2.7 | 75 | 0.3%
Cc1ccc(CNC(=O)Cn2cnc(S(=O)(=O)N3CCCCC3)c2)o1 | 11% | -6% | 2% | 1.1% | 4% | -7% | -9% | -1.2 | 42 | -0.2%
Cc1ccccc1NC(=O)N1CCN(S(=O)(=O)c2ccccc2)CC1 | 0.1% | 2% | 4% | 1.2% | 7% | 0% | 5% | -0.7 | 49 | 0.2%
Cc1cc(C)c2[nH]c(O)c(N=NC3=NC(=O)CS3)c2c1 | 0.2% | -3% | 18% | 4.8% | -11% | -8% | 2% | 2.7 | 68 | -0.2%
COc1ccccc1C(=O)NCCNC(=O)c1ccco1 | -0.1% | 7% | 8% | 2.0% | -1% | 6% | -10% | 0.1 | 82 | -0.4%
Cc1cc2ccccc2c(=O)n1CC(=O)Nc1ccc2c(c1)OCO2 | 2.2% | 10% | 8% | 0.8% | -14% | 9% | -5% | -0.6 | 60 | -0.1%
Cn1c(=O)[nH]c(Nc2ccc(F)cc2)c([N+](=O)[O-])c1=O | 0.9%[50 µM] | -11% | 7% | 0.9% | -9% | 5% | -7% | 0.3 | 46 | -0.2%
Cc1nn(Cc2ccc(Cl)cc2Cl)c(C)c1NC(=O)c1nn(C)cc1Cl | -0.5% | 14% | -3% | -2.1% | -1% | 4% | -3% | 4.4 | 52 | -0.2%
O=C(Nc1ccc2c(c1)OCO2)N1CCN(c2ncccn2)CC1 | 6.1% | -1% | -27% | -1.1% | -2% | 3% | -5% | 1.6 | 50 | -0.1%
CCC(C)NCCOCCOc1ccc(Br)cc1 (stereo unspecified) | -0.7% | 1% | -2% | 2.1% | 2% | 18% | -7% | 0.7 | 57 | -0.4%
COC(=O)CSc1nc(C)cc(N2CCOCC2)n1 | 0.2% | -1% | 3% | 1.0% | -2% | 0% | -4% | 0.1 | 58 | 0.2%
COc1ccc(CNC(=O)[C@@H](NC(=O)C2CCN(C(=O)[C@@H](N)Cc3ccccc3)CC2)C(C)C)cc1 | 2.8% | 12% | 6% | -1.9% | 7% | -7% | 1% | 3.5 | 85 | 0.9%
O=C(NCCCN1CCCCC1)C1CCN(S(=O)(=O)N2CCC3(CC2)OCCO3)CC1 | 0.2% | -15% | 3% | -1.3% | 10% | 2% | 0% | -0.3 | 55 | -0.1%
COc1ccc(O)c(CN2CCCC(N3CCN(c4ccccc4OC)CC3)C2)c1 (stereo unspecified) | 1.0% | 5% | -5% | 2.0% | -6% | 14% | 3% | -0.1 | 71 | 0.2%
O=C(NC1CCCC1)C(c1ccccc1)N(Cc1ccco1)C(=O)Cc1cccs1 (stereo unspecified) | 0.1% | 1% | 12% | 2.5% | -6% | 22% | -3% | 1.7 | 37 | -0.3%
Cc1cc2c(cc1C)NC(CC(=O)NCc1ccccc1)C(=O)N2 (stereo unspecified) | -0.2% | 9% | -2% | 0.6% | -7% | -8% | -14% | 1.0 | 65 | -0.3%
O=C(N[C@@H](Cc1ccccc1)C(=O)NC1CCCCC1)c1ccco1 | 0.2% | -2% | -3% | -1.9% | -5% | -2% | -2% | -1.1 | 68 | -0.1%
O=C(CN1CCN(c2ccc(Cl)cc2)CC1)Nc1cccc(F)c1 | 0.5% | 20% | -4% | -0.1% | 15% | 2% | -8% | 2.4 | 55 | 0.6%
COc1cc2c3nnc(-c4ccc(F)cc4)c-3cn(Cc3ccc(F)cc3)c2cc1OC | 3.5% | 5% | 32% | -1.4% | 3% | -1% | -8% | 84* | 52* | 17%
O=C(CSc1nc(-c2ccco2)cc(C(F)(F)F)n1)N1CCc2ccccc2C1 | 0.8% | 5% | -10% | 6.7% | -9% | 9% | 10% | 9.8 | 51 | -0.4%
Cc1cccc(NC(=O)CC2CCC2)c1 | 3.0% | 2% | -4% | -2.0% | 4% | 4% | 0% | -1.1 | 80 | 0.2%
O=c1oc2ccccc2cc1-c1csc(Nc2nc3c(F)cccc3s2)n1 | -0.2% | 14% | ? | 17% | -2% | -1% | 5% | 17 | 66 | 24%
O=S(=O)(NC1CCCCC1NS(=O)(=O)c1ccc(F)cc1)c1ccc(F)cc1 (stereo unspecified) | -3.2% | 7% | 11% | 1.1% | -9% | 3% | -4% | 0.8 | 64 | 0.3%
Cc1cc(N2CC(C(=O)NCc3cccnc3)CC2=O)ccc1C(C)C (stereo unspecified) | 0.1% | -2% | -19% | -1.4% | 8% | -3% | -5% | -1.8 | 55 | 0.7%
O=C1c2ccccc2NC(c2cn[nH]c2-c2ccc(Cl)cc2)N1O (stereo unspecified) | -5.1% | 5% | 8% | 0.2% | -3% | 5% | 1% | 1.2 | 71 | -0.5%
CCCCC(=O)NC(c1ccc(N(CC)CC)cc1)c1ccc2cccnc2c1O (stereo unspecified) | 0.7% | -12% | 29% | 0.5% | -4% | -4% | 0% | 0.6 | 56 | -0.1%
